TRPC4 act = activators of mouse TRPC4 channel | B-score at 10 µM | actives 0.49% (n = 310,000) | HEK293 TRPC4beta/mu-opioid, Fluo4 calcium fluorescence; hits give high values | Q9QUQ5;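 active = B-score above 5 SD of library B-scores, and initial fluorescence ratio not above library mean plus 5 SD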;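 note: positive B-score marks a calcium rise read as TRPC4 activation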
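System: HEK293 cells stably co-expressing mouse TRPC4beta and mu-opioid receptor; Schedule: Fluo4 dye loading 45 min at room temperature, 110 s recording; Detection: Fluo4 fluorescence, kinetic; Evaluation: B-scored integrated calcium fluorescence ratio; Controls: buffer (low) and maximal DAMGO (high).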
MrgX1 agonist = human MrgX1 receptor agonism, primary screen | AID 588627 | B-score at 10 µM | MrgX1-HEK293 cells, Fluo-4 calcium fluorescence, agonist mode; hits give high values | Q96LB2 | actives 0.44% (n = 310,000);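 active = calcium response B-score plate-corrected fluorescence ratio at least 3 library SD, with starting fluorescence B-score inside 5 SD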
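Test system: HEK293 cells stably expressing human MrgX1 receptor; Input: fifteen thousand cells per well; Dosing: compound delivered in addition one of three; Schedule: overnight seeding, then 1 h dark dye loading; Technique: Fluo-4 NW calcium fluorescence; Measure: B-scored fluorescence response ratio; Controls: positive and negative controls per plate.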
TRPC4 inh = TRPC4 (mouse) channel inhibition. Q9QUQ5. HEK293 TRPC4beta/mu-opioid, DAMGO-evoked Fluo4 calcium flux; hits give low values. B-score at 10 µM. actives 0.39% (n = 300,000). AID 2247;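 active = B-score over 3 SD under the library average, no early fluorescence shift, positive overall ratio signal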
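Assay system: Stable TRPC4beta/mu-opioid receptor HEK293 cells | Reagent: DAMGO in two steps, submaximal then maximal | Compound dosing: Single concentration per test compound | Signal: Fluo4 Ca2+ flux fluorescence | Evaluation: Per-well B score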
TRPC6 act = activates the mouse TRPC6 cation channel; HEK293-TRPC6 membrane potential dye fluorescence; hits give high values; B-score at 10 µM; actives 0.13% (n = 310,000); AID 2550;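 active = B-score of the integrated fluorescence ratio above library mean plus 3 SD, and starting fluorescence ratio within library mean plus 5 SD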;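 note: higher score means more depolarization so channel activation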
Target sequence (Q61143 whole entry, looked up): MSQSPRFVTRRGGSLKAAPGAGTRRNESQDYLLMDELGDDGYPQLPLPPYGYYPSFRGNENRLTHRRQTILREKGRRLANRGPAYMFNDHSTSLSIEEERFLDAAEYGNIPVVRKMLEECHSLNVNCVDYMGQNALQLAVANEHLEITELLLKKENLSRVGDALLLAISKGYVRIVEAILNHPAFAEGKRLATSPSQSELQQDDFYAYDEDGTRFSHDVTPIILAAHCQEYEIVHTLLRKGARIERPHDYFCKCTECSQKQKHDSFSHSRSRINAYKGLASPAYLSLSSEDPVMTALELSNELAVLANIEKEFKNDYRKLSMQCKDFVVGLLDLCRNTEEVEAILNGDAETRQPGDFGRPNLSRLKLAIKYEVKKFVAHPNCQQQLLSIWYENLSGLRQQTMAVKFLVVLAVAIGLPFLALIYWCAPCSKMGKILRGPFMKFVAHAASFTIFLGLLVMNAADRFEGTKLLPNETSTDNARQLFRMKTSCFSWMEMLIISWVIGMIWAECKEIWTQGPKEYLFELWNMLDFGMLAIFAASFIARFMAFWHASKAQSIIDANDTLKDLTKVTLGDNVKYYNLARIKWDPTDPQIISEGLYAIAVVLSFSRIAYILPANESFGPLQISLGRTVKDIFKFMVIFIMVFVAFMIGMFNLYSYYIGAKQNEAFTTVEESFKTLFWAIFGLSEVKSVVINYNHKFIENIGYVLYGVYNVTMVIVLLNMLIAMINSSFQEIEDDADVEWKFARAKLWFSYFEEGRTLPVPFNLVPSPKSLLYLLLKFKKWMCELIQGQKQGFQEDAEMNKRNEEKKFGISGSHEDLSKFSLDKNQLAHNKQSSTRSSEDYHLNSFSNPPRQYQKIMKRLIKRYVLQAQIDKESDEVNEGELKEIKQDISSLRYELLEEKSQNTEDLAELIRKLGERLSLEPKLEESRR
TRPC6 inh = blocks the mouse TRPC6 cation channel | AID 2553 | B-score at 10 µM | Q61143 | HEK293-TRPC6, membrane potential dye, ACh-evoked depolarization; hits give low values | actives 1.1% (n = 310,000);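 active = B-score under library mean minus 3 SD, initial fluorescence not abnormally high, positive integrated signal ratio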;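 note: B-score derived from integrated fluorescence ratio over the kinetic read; more negative B-score means stronger inhibition of depolarization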
TRPC4 potent = allosteric potentiators of mouse TRPC4 channel; Q9QUQ5; HEK293 TRPC4beta/mu-opioid, DAMGO EC20, Fluo-4 Ca2+ flux; hits give high values; B-score at 10 µM; actives 0.42% (n = 310,000); AID 2227;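 active = B-score of calcium response area above 5 SD of library B-scores, with initial fluorescence ratio within 5 SD of library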;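 note: B-score of integrated fluorescence ratio over time as area under calcium response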
MrgX1 antag = blocks BAM8-22 activation of human MrgX1 receptor; Q96LB2; MRGX1-HEK293 calcium flux, Fluo-4, BAM8-22 antagonism; hits give low values; B-score at 10 µM; actives 1.3% (n = 310,000);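 active = calcium-response B-score plate-corrected more than 3 library SD below zero, starting fluorescence within 5 deviations, no agonist response on first addition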;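 note: peak minus trough fluorescence over baseline after final BAM8-22 challenge near maximal dose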
PolyA inh = yeast polyadenylation inhibition | S. cerevisiae SKY197-pL101 polyadenylation reporter, beta-gal luminescence; efflux-impaired pdr1/pdr3 knockout yeast; score 100 = 6 SD above DMSO | calls only at 12 µM | actives 0.02% (n = 300,000) | AID 1875;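 active = lowest replicate activity score at least 50, where 100 means six control SD above control mean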;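 note: yeast exposed to compound for 9 h at 30 °C; higher score means more reporter readthrough which indicates perturbed polyadenylation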
HIF activator = HIF pathway transcriptional activation; U2OS HRE-luciferase reporter, luminescence; normalized: DMSO 0%, desferrioxamine 100%; activation, % at 7.5 µM (by protocol); actives 0.32% (n = 300,000); AID 1910;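 active = mean activation of at least 10% of the iron chelator positive control signal, with at least half of replicates also reaching 10%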
AI-2 QS modul = Vibrio harveyi AI-2 quorum sensing modulation; Vibrio harveyi JMH597 AI-2 luminescence/OD600 ratio, 9 h; hits give low values; strain lacks LuxN and CqsS sensors; 0 = neutral-control median; activity change, % at 7.5 µM; actives 0.4% (n = 300,000); in the data active = activity change below about -75%, passing the limit was not always enough;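 note: luminescence divided by OD600 gain over 9 h not by final OD600 alone; inactives centre near 13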
MrgX1 PAM = human MrgX1 positive allosteric modulation, primary screen; MrgX1-HEK293, Fluo-4 calcium flux, FDSS; hits give high values; B-score at 10 µM; actives 0.63% (n = 310,000);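 active = plate-corrected calcium response at least 3 library SD above typical, normal starting fluorescence, not activating the receptor alone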;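 note: compound read alongside a low EC10 to EC30 dose of BAM8-22 agonist; peak minus trough fluorescence over baseline measured at the second addition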
* hit, by the source's call; i = inactive. This is a subset; count on the stated rates, not on these rows.

SMILES	TRPC4 act	MrgX1 agonist	TRPC4 inh	TRPC6 act	TRPC6 inh	TRPC4 potent	MrgX1 antag	PolyA inh	HIF activator	AI-2 QS modul	MrgX1 PAM
COc1ccc(O)c(C(=O)C2c3ccccc3C(=O)N2c2ccc(C)cc2)c1 (stereo not given)	i	i	i	i	i	i	i	i	-0.4	-11.0	i
COc1ccc(NS(=O)(=O)c2ccc3oc(Nc4ccc5c(c4)OCCO5)nc3c2)cc1	i	i	i	i	i	i	i	i	0.6	-3.3	i
O=C(NCC1CCCO1)c1ccc(C(=O)NCC2CCCO2)cc1 (stereo not given)	i	i	i	i	i	i	i	i	0.0	15.3	i
Cc1ccc(CCNC(=O)c2ccc(NC3=NC4CS(=O)(=O)CC4S3)cc2)cc1 (stereo not given)	i	i	i	i	i	i	i	i	-0.1	2.5	i
CSc1ccccc1C(=O)Nc1ccc(C)cc1C	i	i	i	i	i	i	i	i	-0.1	15.5	i
COc1ccccc1N1CCN(C2CCCN(Cc3cc(F)cc(F)c3)C2)CC1 (stereo not given)	i	i	i	i	i	i	i	i	2.7	10.4	i
CCOc1ccc(NC(=S)N(C)C)cc1	i	i	i	i	i	i	i	i	0.0	-2.2	i
Cc1ccc2c(c1)C1CN(C)CCC1N2C(=O)COc1ccc(N(C)C(=O)C(C)(C)C)cc1 (stereo not given)	i	i	i	i	i	i	i	i	0.1	14.2	i
COc1ccc(CCN(C)C2CCCN(C(=O)CCC(F)(F)F)C2)cc1OC (stereo not given)	i	i	i	i	i	i	i	i	-1.8	10.8	i
CC(C)Cc1nnc(NS(C)(=O)=O)s1	i	i	i	i	i	i	i	i	-0.1	44.8	i
CCOC(=O)c1ccccc1NC(=O)[C@@H]1CCCN1C(=O)OC(C)(C)C	i	i	i	i	i	i	i	i	0.4	6.0	i
CCOC(=O)c1cc2sc(C)cc2n1CCCN1C(=O)c2ccccc2C1=O	i	i	i	i	i	i	i	i	-0.2	35.2	i
CC(=O)Nc1ccc(N2C(=O)CC(Sc3nc(C)cc(C)n3)C2=O)cc1 (stereo not given)	i	i	i	i	i	i	i	i	-0.6	36.3	i
CSCCC(NC(=O)c1cccc(S(=O)(=O)N2CCOCC2)c1)C(=O)Nc1ccc(F)cc1 (stereo not given)	i	i	i	i	i	i	i	i	1.3	36.1	i
Cc1cccnc1NCc1ccc(O)c2ncccc12	i	i	i	i	i	i	i	i	3.8	21.5	i
O=C(c1ccc(Cl)cc1)c1cc(-c2ccccn2)c(N2CCOCC2)s1	i	i	i	i	i	i	i	i	-0.4	16.8	i
Cc1cc(C)c(S(=O)(=O)N2CCCC(C(=O)NC3CC3)C2)c(C)c1 (stereo not given)	i	i	i	i	i	i	i	i	-0.8	28.7	i
CCOc1ccc(N2C(=O)c3ccc(C(=O)OCc4c(C)noc4C)cc3C2=O)cc1	i	i	i	i	i	i	i	i	-0.7	8.3	i
COc1ccccc1C1CCN(Cc2ccccc2)CC1	i	i	i	i	i	i	i	i	-2.3	15.1	i
COc1ccc2oc(C(=O)OCC(=O)NC(C)c3ccccc3)c(C)c2c1 (stereo not given)	i	i	i	i	i	i	i	i	-0.1	13.2	i
COc1cccc(C(=O)NCCS(=O)(=O)NCc2ccco2)c1	i	i	i	i	i	i	i	i	-0.7	3.7	i
COc1ccc(NC(C)=O)cc1NC(=O)CSc1nc2ncccc2[nH]1	i	i	i	i	i	i	i	i	0.1	1.1	i
Fc1ccc2nc(C3CCCCN3Cc3nc(CC4CC4)no3)[nH]c2c1 (stereo not given)	i	i	i	i	i	i	i	i	-0.4	15.8	i
CCn1cc(Cl)c(C(=O)N2N=C(c3ccc4ccccc4c3)CC2c2ccccc2O)n1 (stereo not given)	i	i	i	i	i	i	i	i	0.1	12.8	i
CCN(C(=O)COC(=O)C1CCN(S(=O)(=O)c2cccs2)CC1)c1ccccc1	i	i	i	i	i	i	i	i	0.2	0.3	i
CC1=NNC(=O)C1CCC(=O)N/N=C/c1ccc(C)cc1 (stereo not given)	i	i	i	i	i	i	i	i	-0.1	3.6	i
CCOc1cc(/C=N/Nc2nnc(C)n2N)ccc1OC(C)=O	i	i	i	i	i	i	i	i	0.6	20.7	i
COC(=O)c1ccc(CN2CCc3ccc(NC(=O)c4ccncc4)cc3C2)cc1	i	i	i	i	i	i	i	i	0.9	13.8	i
CC(=O)c1cccc(NS(=O)(=O)N(C)C)c1	i	i	i	i	i	i	i	i	0.4	-3.8	i
CC1Cc2cc(S(=O)(=O)CCC(=O)NCc3ccco3)ccc2N1C(=O)C1CC1 (stereo not given)	i	i	i	i	i	i	i	i	0.0	13.3	i
CC(C)c1ccc(OCC(=O)NN2C(=O)c3ccccc3C2=O)c(Br)c1	i	i	i	i	i	i	i	i	-1.2	-5.2	i
O=c1[nH]c(=S)[nH]c2sc3c(c12)CCCCCC3	i	i	i	i	i	i	i	i	-1.4	-9.0	i
COc1cc2[nH]c(=S)n(Cc3ccccc3)c(=O)c2cc1OC	i	i	i	i	i	i	i	i	-1.2	40.4	i
O=C(COC(=O)/C=C/c1ccc(C(F)(F)F)cc1)NCCC1=CCCCC1	i	i	i	i	i	i	i	i	0.0	28.7	i
CN(C)Cc1c(-c2ccc(Cl)cc2)nc2ccc(Cl)cn12	i	i	i	i	i	i	i	i	-0.2	20.3	i
COc1ccc(C(=O)CSc2nnc(CNc3nc(-c4ccccc4)cs3)n2C)cc1	i	i	i	i	i	i	i	i	0.0	6.2	i
O=C(N/N=C/c1ccncc1)c1nc2ccccc2c(=O)[nH]1	i	i	i	i	i	i	i	i	1.4	11.9	i
COc1ccc2nc(N/C(N)=N/S(C)(=O)=O)nc(C)c2c1	i	i	i	i	i	i	i	i	0.8	11.8	i
O=C(/C=C/c1c(Cl)cccc1Cl)NCCCn1ccnc1	i	i	i	i	i	i	i	i	-0.1	12.8	i
CC(=O)c1cccc(N(C(=O)CNC(=O)c2ccco2)C(C(=O)NCC2CCCO2)c2ccccc2)c1 (stereo not given)	i	i	i	i	i	11*	i	i	-0.1	28.6	i

Next part; it opens with the three that closed the last part.
SMILES	TRPC4 act	MrgX1 agonist	TRPC4 inh	TRPC6 act	TRPC6 inh	TRPC4 potent	MrgX1 antag	PolyA inh	HIF activator	AI-2 QS modul	MrgX1 PAM
COc1ccc2nc(N/C(N)=N/S(C)(=O)=O)nc(C)c2c1	i	i	i	i	i	i	i	i	0.8	11.8	i
O=C(/C=C/c1c(Cl)cccc1Cl)NCCCn1ccnc1	i	i	i	i	i	i	i	i	-0.1	12.8	i
CC(=O)c1cccc(N(C(=O)CNC(=O)c2ccco2)C(C(=O)NCC2CCCO2)c2ccccc2)c1 (stereo not given)	i	i	i	i	i	11*	i	i	-0.1	28.6	i
OCC[C@H]1C[C@H](O)[C@@H](O)[C@]2(CCCCO2)O1	i	i	i	i	i	i	i	i	2.2	15.9	i
CC(C)(NO)/C(=N/O)c1cccs1	i	i	i	i	i	i	i	i	-0.2	-0.6	i
COc1ccc(NC(=O)CC#N)cc1OC	i	i	i	i	i	i	i	i	-45.3	18.8	i
CCOC(=O)N1CCN(CC(O)COc2ccc(CC)cc2)CC1 (stereo not given)	i	i	i	i	i	i	i	i	-3.4	16.0	i
COc1ccc(-n2nc(C(=O)NCC(=O)NCCN(C)C)c3ccccc3c2=O)cc1	i	i	i	i	i	i	i	i	0.7	11.1	i
O=S(=O)(Nc1cccc(C(F)(F)F)c1)c1cccnc1	i	i	i	i	i	i	i	i	-0.4	13.0	i
N#CCC(=O)Nc1ccc(C(=O)NCCC(c2ccccc2)c2ccccc2)cc1	i	i	i	i	i	i	i	i	-0.3	16.0	i
COc1ccc(NC(=O)C(=O)NNC(=O)c2ccc(Cl)cc2Cl)cc1	i	i	i	i	i	i	i	i	511.5*	13.1	i
CCC1C(=O)N=C(SCC(=O)NC2CCCCC2)NC1=O (stereo not given)	i	i	i	i	i	i	i	i	-0.5	4.5	i
COc1ccccc1CNC(=O)CNC(=O)c1sc2ccccc2c1Cl	i	i	i	i	i	i	i	i	-0.1	-7.5	i
OCCN1CCN(c2ncnc3c2c(-c2ccccc2)cn3-c2ccc(Br)cc2)CC1	i	i	i	i	i	i	i	i	-0.4	3.3	i
COc1cccc(C(=O)N/N=C(\C)c2ccc(NC(=O)Cc3ccccc3)cc2)c1OC	i	i	i	i	i	i	i	i	3.0	15.4	i
Cc1cccc(C(=O)N[C@H](C(=O)Nc2nc(C)cs2)C(C)C)c1	i	i	i	i	i	i	i	i	-0.3	5.7	i
CCCCCCNc1nc(Cl)nc(NC(C)(C)CO)n1	i	i	i	i	i	i	i	i	-0.2	5.5	i
CC(=O)c1cccc(NC(=S)NC2CC2)c1	i	i	i	i	i	i	i	i	2.1	11.2	i
O=C(O)C1CC=CCC1C(=O)NNS(=O)(=O)c1ccccc1 (stereo not given)	i	i	i	i	i	i	i	i	0.0	2.6	i
Cc1ccc(-n2c(SCC(=O)NCCN3C(=O)CSC3=O)nnc2-c2ccccc2F)cc1	i	i	i	i	i	i	i	i	0.2	22.8	i
CCOCCCNC(=O)C(NC(=O)c1ccc(NC(C)=O)cc1)c1ccccc1 (stereo not given)	i	i	i	i	i	i	i	i	-0.1	8.7	i
CCNC(=S)NNC(=O)c1csc(C(C)C)c1	i	i	i	i	i	i	i	i	1.3	26.3	i
CC(=O)N1c2ccc(S(=O)(=O)N3CCC(C(=O)Nc4ncccc4C)CC3)cc2CC1C (stereo not given)	i	i	i	i	i	i	i	i	-0.2	1.5	i
O=C(CCn1c(=O)sc2ccccc21)NCc1ccc2c(c1)OCO2	i	i	i	i	i	i	i	i	0.2	20.1	i
COC(=O)c1c(NC(=O)CN2C(=O)C(=O)N(CC(C)C)C2=O)sc(C)c1C	i	i	i	i	i	i	i	i	0.3	32.1	i
